RGS4-Gao reg = modulators of RGS4 binding to Galphao, primary screen, biochemical, multiplexed bead flow cytometry; Guanine nucleotide-binding protein G(o) subunit alpha (Homo sapiens), P09471; actives lie on both sides; binding response (% of control), % at 10 µM; 0.33% of 220,000 active; in the data active = binding response below about 49% or above about 150%; inactive = in between;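 also: fluorescent Galphao activated with aluminum fluoride binding bead-coupled RGS4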
RGS7-Gao = RGS7-Galphao binding modulators, primary screen, biochemical, multiplexed bead flow cytometry; actives lie on both sides; binding response (% of control), % at 10 µM; Guanine nucleotide-binding protein G(o) subunit alpha (Homo sapiens), P09471; 0.35% of 220,000 active; in the data active = binding response below about 49% or above about 150%; inconclusive = no clear call, values can overlap the other calls; inactive = in between;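 also: fluorescent Galphao held in activated GDP-AlF4 state binding bead-coupled RGS7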
Avidin bead fluor = green autofluorescence of compounds with avidin beads – biophysical, 488/530 nm, flow cytometry, artefact control, profiling panel. compound fluorescence 488/530 nm; hits give high values. fluorescence (KMESF) at 10 µM. 0.38% of 220,000 active; in the data active = fluorescence above about 47; also: inactives centre near 10
Mcl1 Noxa PPI = Mcl-1/Noxa binding inhibitors, primary screen, biochemical, TR-FRET, 1536-well. Induced myeloid leukemia cell differentiation protein Mcl-1 (Homo sapiens), Q07820. TR-FRET Mcl-1/Noxa peptide binding, 2 h. inhibition, % at 21.7 µM. 1.5% of 220,000 active;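 active = compounds that cut the protein-peptide binding signal by more than 50% relative to plate controls in a single-dose test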;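 also: His-tagged Mcl-1 with rhodamine Noxa BH3 peptide and terbium anti-His antibody; 0% = Mcl-1 plus Noxa peptide wells and 100% = peptide-only wells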
Pf gametocyte = late stage P. falciparum gametocyte viability inhibitors, primary screen, ATP luminescence, HTS; P. falciparum stage V gametocytes, 24 h; inhibition, % at 10.9 µM; 0.065% of 150,000 active; AID 743093, 2013;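 active = inhibition above the mean plus 3 SD of compounds within the control limits, set per campaign, cut at about 38% in these data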;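 also: 0% = DMSO wells and 100% = medium only without gametocytes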
ABCB1 block = ABCB1 efflux pump inhibitors, primary screen, cell-based, multiplex, flow cytometry, ABCG2 counter-screen | CCRF-Adr cells, JC-1 efflux | inhibition, % at 6.6 µM | ATP-dependent translocase ABCB1 (Homo sapiens), P08183 | 0.067% of 190,000 active | AID 1326, 2008; in the data active = inhibition above about 40%;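 also: 0% = vehicle and 100% = reference inhibitor; higher value means more JC-1 retained so stronger ABCB1 efflux block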
Target sequence (P08183 whole entry, looked up): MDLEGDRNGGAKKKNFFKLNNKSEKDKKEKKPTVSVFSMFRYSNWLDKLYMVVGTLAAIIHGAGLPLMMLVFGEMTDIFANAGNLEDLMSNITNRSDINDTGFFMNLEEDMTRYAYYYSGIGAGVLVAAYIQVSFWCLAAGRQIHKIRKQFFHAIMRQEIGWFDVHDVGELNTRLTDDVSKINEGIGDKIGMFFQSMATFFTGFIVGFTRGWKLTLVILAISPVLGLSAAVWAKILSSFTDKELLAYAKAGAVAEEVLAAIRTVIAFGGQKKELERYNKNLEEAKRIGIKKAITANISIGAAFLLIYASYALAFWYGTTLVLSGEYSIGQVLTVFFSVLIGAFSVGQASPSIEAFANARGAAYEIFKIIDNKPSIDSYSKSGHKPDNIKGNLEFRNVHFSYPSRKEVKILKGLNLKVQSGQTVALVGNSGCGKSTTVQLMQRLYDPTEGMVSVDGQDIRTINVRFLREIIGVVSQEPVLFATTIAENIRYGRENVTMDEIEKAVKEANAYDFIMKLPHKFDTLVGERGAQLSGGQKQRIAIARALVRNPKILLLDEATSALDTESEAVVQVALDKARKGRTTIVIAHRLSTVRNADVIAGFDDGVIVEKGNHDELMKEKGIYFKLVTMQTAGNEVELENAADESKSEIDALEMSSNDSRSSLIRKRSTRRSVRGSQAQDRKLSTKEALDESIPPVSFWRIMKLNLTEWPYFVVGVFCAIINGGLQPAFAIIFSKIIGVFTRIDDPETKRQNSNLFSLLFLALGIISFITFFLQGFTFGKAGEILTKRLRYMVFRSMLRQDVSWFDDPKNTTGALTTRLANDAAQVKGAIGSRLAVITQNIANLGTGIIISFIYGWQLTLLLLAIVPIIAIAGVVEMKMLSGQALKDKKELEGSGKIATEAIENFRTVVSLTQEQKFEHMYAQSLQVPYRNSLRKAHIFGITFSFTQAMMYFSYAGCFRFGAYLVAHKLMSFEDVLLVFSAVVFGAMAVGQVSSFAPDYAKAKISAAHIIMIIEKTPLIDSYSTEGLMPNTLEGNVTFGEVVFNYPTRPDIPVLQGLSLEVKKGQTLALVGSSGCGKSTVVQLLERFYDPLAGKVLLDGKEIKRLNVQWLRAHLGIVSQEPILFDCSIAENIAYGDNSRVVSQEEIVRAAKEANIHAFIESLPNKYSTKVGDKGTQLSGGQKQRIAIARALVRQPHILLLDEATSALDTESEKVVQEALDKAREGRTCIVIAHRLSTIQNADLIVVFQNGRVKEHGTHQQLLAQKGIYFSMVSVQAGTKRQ
Mcl1-Bid inh = Mcl-1/Bid binding inhibitors, primary screen, biochemical, TR-FRET, 1536-well | Induced myeloid leukemia cell differentiation protein Mcl-1 (Homo sapiens), Q07820 | TR-FRET Mcl-1/Bid-Dy647 peptide binding | inhibition, % at 21.7 µM | 0.97% of 220,000 active | AID 1021, 2008;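 active = compounds that cut the binding signal by more than half at the single screening dose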;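 also: His-tagged Mcl-1 with europium anti-His antibody binding Bid BH3 peptide; 0% = Mcl-1 plus peptide wells and 100% = peptide-only wells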
Mcl-1 Bim block = inhibitors of Bim peptide binding to Mcl-1, primary screen, biochemical, bead-based flow cytometry, multiplex; Bim peptide-Mcl-1 binding; inhibition, % at 10 µM; Induced myeloid leukemia cell differentiation protein Mcl-1 (Homo sapiens), Q07820; 0.1% of 190,000 active; AID 1009, 2008; in the data active = inhibition above about 40%;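 also: 0% = no compound tracer wells and 100% = peptide blocker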
RGS8-Gao reg = RGS8-Galphao binding modulators, primary screen, biochemical, multiplexed bead flow cytometry | Guanine nucleotide-binding protein G(o) subunit alpha (Homo sapiens), P09471 | actives lie on both sides | response (percent of control binding), % at 10 µM | 0.34% of 220,000 active; in the data active = response below about 60% or above about 140%; inactive = in between;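 also: Galphao activated as the GDP aluminium fluoride complex binding bead-coupled RGS8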
ABCG2 block = ABCG2 efflux pump inhibitors, primary screen, multiplex with ABCB1, IgMXP3 cells, flow cytometry | Broad substrate specificity ATP-binding cassette transporter ABCG2 (Homo sapiens), Q9UNQ0 | JC-1 efflux | inhibition, % at 6.6 µM | 0.1% of 190,000 active | AID 1325, 2008;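 active = inhibition above 80%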;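 also: 0% = DMSO and 100% = nicardipine control wells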
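Measure – % inhibition of efflux relative to nicardipine and DMSO · Test system – ABCG2 IgMXP3 and barcoded ABCB1 CCRF-Adr cell mix · Control set – nicardipine as high control, DMSO as low control · Compound – one concentration, 6.6 µM final · Signal – flow cytometry of retained JC-1 fluorescence · Timing – 10 min exposure at 25 °C with rotation, no wash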
GSH bead fluor = compound fluorescence on glutathione beads, profiling panel, artefact control, biophysical, 488/530 nm, flow cytometry; GSH beads flow cytometry, compound fluorescence 488/530 nm; hits give high values; fluorescence (KMESF) at 10 µM; 0.25% of 190,000 active; AID 1776, 2009; in the data active = fluorescence above about 89;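 also: glutathione beads carrying GST-tagged Bcl family fusion proteins plus one bare bead set; values are compound well signal with DMSO vehicle wells as background; inactives centre near 16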
An asterisk follows results filed as active; u = inconclusive; x = not tested or not shown.

SMILES | RGS4-Gao reg | RGS7-Gao | Avidin bead fluor | Mcl1 Noxa PPI | Pf gametocyte | ABCB1 block | Mcl1-Bid inh | Mcl-1 Bim block | RGS8-Gao reg | ABCG2 block | GSH bead fluor
CCc1ccccc1NC(=O)/C(C#N)=C\c1ccc(Sc2ccccc2)o1 | 100 | 103 | 11 | -12 | x | 1.1 | -28 | -8 | 102 | 20 | 23
Cn1cc(C2CC(c3ccccc3)=NN2C(=O)c2ccccc2)c2ccccc21 (centres undefined) | 100 | 99 | 10 | -11 | x | 2.0 | -33 | -1 | 96 | 14 | 13
S=c1[nH]nc(C2CC2)n1Cc1ccco1 | 102 | 104 | 11 | 8 | x | 0.2 | -27 | 1 | 105 | 7 | 12
CCC(C)(C)NC(=O)CN(Cc1ccc2c(c1)OCO2)C(=O)CCC(=O)Nc1nccs1 | 123 | u | 10 | 3 | -24 | -0.1 | 8 | -2 | 123 | 0 | 11
COC(=O)c1ccc(NC(=O)CN2CCN(c3cccc(Cl)c3)CC2)cc1 | 108 | 115 | 26 | 12 | x | 0.4 | -6 | -1 | 101 | 1 | 12
CCCCCOc1ccc(NC(=O)CCCC(=O)O)cc1 | 99 | 98 | 10 | 16 | 5 | 0.5 | 5 | -2 | 101 | 4 | 16
NC(=O)c1ccccc1NC(=O)Nc1cccc(Cl)c1Cl | 99 | 93 | 7 | 17 | -7 | 0.8 | -18 | -2 | 87 | 40 | 6
CCCCCC(=O)Nc1ccc(N2CCN(C(=O)CCC)CC2)cc1 | 101 | 97 | 10 | -10 | -4 | 0.4 | -62 | 0 | 99 | 2 | 8
c1ccc(CN(Cc2cccs2)C(c2cccs2)c2nnnn2C2CCCC2)cc1 (centres undefined) | 104 | 97 | 4 | 3 | 8 | 1.0 | 0 | 1 | 99 | 1 | 16
Cn1cccc2[nH]c(=O)nc1-2 | 103 | u | 7 | 7 | 1 | x | -24 | x | 100 | x | x
NC(=O)c1ccsc1NC(=O)C1CCCCC1 | 101 | 99 | 7 | 6 | x | 0.4 | -14 | 4 | 101 | 4 | 13
CC1CCN(C(=O)c2cc(-c3ccc(Cl)c(Cl)c3)on2)CC1 | 102 | 100 | 23 | -80 | x | 2.9 | 4 | -2 | 101 | 74 | 18
Cc1ccc(/C(N)=N/OC(=O)Cc2ccccc2)cc1 | 96 | 99 | 3 | -4 | 4 | x | -21 | -2 | 102 | 1 | 13
NC(=O)c1cc(N)ccc1N1CCCCC1 | 97 | 95 | 5 | 5 | 9 | 1.1 | -55 | -3 | 98 | 13 | 20
COc1ccc(C(=O)Nc2ccc(C(=O)Nc3nccs3)cc2)cc1[N+](=O)[O-] | 100 | 97 | 11 | 26 | 10 | 0.4 | 39 | -24 | 102 | 23 | 7
CC(C)(C)C1CCC(OC(=O)C[N+]2(C)CCCCC2)CC1 (centres undefined) | 100 | 110 | 20 | -9 | 16 | 0.5 | -3 | 1 | 101 | 4 | 10
COc1ccc(CN2C(=O)c3ccccc3C2=O)cc1C(=O)OCC(=O)NC1CCCCC1 | 102 | 105 | 14 | 13 | 14 | 5.7 | -3 | -5 | 102 | 13 | 10
C=C(C)Cn1c(SCC(=O)O)nc2c1c(=O)[nH]c(=O)n2C | 96 | 95 | 6 | 14 | x | 0.4 | -1 | -1 | 100 | 1 | 21
O=C(O)c1ccc(Nc2cc(Cl)c3nonc3c2[N+](=O)[O-])cc1 | 98 | 85 | 20 | 39 | 10 | 0.0 | -21 | 1 | 98 | -1 | 7
COc1ccc(N2CCN(C(=O)Cn3cncn3)CC2)cc1 | 104 | 105 | 11 | 6 | -10 | -0.1 | -32 | 0 | 102 | 0 | 12
COc1ccc(NC(=O)c2c(C)noc2-c2snnc2C)cc1 | 104 | u | 3 | 1 | 3 | x | 0 | x | 102 | x | x
C[C@H]1C[C@@H]2[C@H]([C@@H](O)C[C@@]3(C)[C@H]2CC[C@]3(O)C(=O)CO)[C@@]2(C)C=CC(=O)C=C12 | x | x | x | 12 | x | -0.8 | 2 | -2 | x | -2 | 16
CC(NCc1ccc(S(N)(=O)=O)cc1)C(=O)Nc1cc([N+](=O)[O-])ccc1Cl (centres undefined) | 101 | u | 11 | 11 | -42 | 0.5 | -34 | 0 | 103 | 0 | 14
Cc1cccc(CC(=O)OCn2nnc3ccccc3c2=O)c1 | 102 | 101 | 6 | 13 | x | 0.4 | -8 | 0 | 103 | 2 | 27
COCCCNc1nc(N)c([N+](=O)[O-])c(NCC2CCCO2)n1 (centres undefined) | 94 | u | 4 | 14 | 13 | x | -11 | x | 97 | x | x

Whole records from above. Order of screens: RGS4-Gao reg | RGS7-Gao | Avidin bead fluor | Mcl1 Noxa PPI | Pf gametocyte | ABCB1 block | Mcl1-Bid inh | Mcl-1 Bim block | RGS8-Gao reg | ABCG2 block | GSH bead fluor
Profile of COCCCNc1nc(N)c([N+](=O)[O-])c(NCC2CCCO2)n1 (centres undefined) = 94 | u | 4 | 14 | 13 | x | -11 | x | 97 | x | x
Profile of CCCCCOc1ccc(NC(=O)CCCC(=O)O)cc1 = 99 | 98 | 10 | 16 | 5 | 0.5 | 5 | -2 | 101 | 4 | 16

Molecules shown so far that have a COOH group:
SMILES | RGS4-Gao reg | RGS7-Gao | Avidin bead fluor | Mcl1 Noxa PPI | Pf gametocyte | ABCB1 block | Mcl1-Bid inh | Mcl-1 Bim block | RGS8-Gao reg | ABCG2 block | GSH bead fluor
CCCCCOc1ccc(NC(=O)CCCC(=O)O)cc1 | 99 | 98 | 10 | 16 | 5 | 0.5 | 5 | -2 | 101 | 4 | 16
C=C(C)Cn1c(SCC(=O)O)nc2c1c(=O)[nH]c(=O)n2C | 96 | 95 | 6 | 14 | x | 0.4 | -1 | -1 | 100 | 1 | 21
O=C(O)c1ccc(Nc2cc(Cl)c3nonc3c2[N+](=O)[O-])cc1 | 98 | 85 | 20 | 39 | 10 | 0.0 | -21 | 1 | 98 | -1 | 7

Following part:
SMILES | RGS4-Gao reg | RGS7-Gao | Avidin bead fluor | Mcl1 Noxa PPI | Pf gametocyte | ABCB1 block | Mcl1-Bid inh | Mcl-1 Bim block | RGS8-Gao reg | ABCG2 block | GSH bead fluor
Cc1cc(=O)n2[nH]c(COc3ccccc3)nc2n1 | 99 | 99 | 6 | 9 | 22 | -0.3 | -17 | -1 | 99 | -1 | 45
CCC(C(=O)c1ccccc1)P(=O)(NN)c1ccccc1 (centres undefined) | 100 | u | 11 | 5 | -7 | x | -24 | x | 99 | x | x
CCCNC(=O)c1ccc2c(c1)ncn2-c1ccccc1OC | 106 | 107 | 11 | -11 | 4 | 0.1 | -17 | -1 | 103 | 0 | 15
CC(Sc1nc(-c2ccccc2)cc(C(F)(F)F)n1)C(=O)N1CCOCC1 (centres undefined) | 104 | 103 | 22 | 3 | 7 | 0.8 | 1 | -5 | 103 | 2 | 15
C/C(=N\NC(=O)c1nn(C)cc1Br)c1cccc(NC(=O)c2ccncc2)c1 | 99 | 97 | 13 | 2 | x | 1.3 | -14 | -1 | 98 | 62 | 11
Cn1cc(CNC(=O)C23CC4CC(CC(C4)C2)C3)cn1 | 97 | 101 | 6 | 7 | x | 0.3 | 2 | 0 | 99 | -1 | 16
CN(CC(=O)Nc1ccccc1Cl)CC(=O)Nc1ccccc1[N+](=O)[O-] | 102 | 104 | 24 | 6 | 6 | 0.3 | -14 | 0 | 105 | 1 | 7
O=C(NC1CCCC1)c1ccc(CS(=O)(=O)c2cccc(C(F)(F)F)c2)o1 | 100 | 102 | 8 | 5 | 19 | 0.5 | -30 | 2 | 100 | 6 | 48
COc1ccc(C(=O)NNC(=O)c2cc3cc([N+](=O)[O-])ccc3oc2=O)cc1OC | 103 | 102 | 13 | -6 | 12 | 0.7 | -6 | 0 | 101 | 2 | 12
COc1ccc(-n2c(Cc3cccn3C)nnc2SCC(=O)NCc2ccc(F)cc2)cc1 | 99 | 95 | 27 | -24 | x | 1.6 | -24 | -5 | 98 | 5 | 15
CCOC(=O)c1c(NC(=O)c2ccc(-n3cnnn3)cc2)sc2c1CCCC2 | 96 | 97 | 1 | 13 | x | -3.1 | -13 | -2 | 79 | -4 | 9
CCOC(=O)CSc1nnc(N)s1 | 112 | 112 | 19 | 17 | x | 0.1 | -67 | 0 | 105 | 0 | 6
Cc1ccc2[nH]c(=O)c(C(c3nnnn3CC3CCCO3)N3CCOCC3)cc2c1 (centres undefined) | 99 | 98 | 10 | 2 | 9 | -0.1 | 0 | 0 | 101 | -2 | 55
O=C(Nc1ccc(OCC(=O)N2CCOCC2)cc1)Nc1cccc(Cl)c1 | 96 | 98 | 10 | 12 | x | 0.5 | 6 | -2 | 99 | 2 | 8
O=[N+]([O-])c1cc(/C=N/O)ccc1SCc1ccccc1Cl | 83 | 84 | 19 | 14 | 0 | 2.2 | 5 | -1 | 80 | 6 | 50
COCCNC(=O)C(C(=O)c1ccc(F)cc1)n1cc(C)ccc1=O (centres undefined) | 95 | 88 | 9 | 18 | 6 | 0.2 | -27 | 1 | 96 | 2 | 18
CCN(CC)C(=O)CCCC(=O)N(CC)CC | 100 | 106 | 11 | 2 | 15 | 0.4 | -10 | 0 | 99 | 1 | 14
O=C(COC(=O)CNC(=O)c1ccccc1Cl)Nc1ncc(C(F)(F)F)cc1Cl | 96 | 103 | 12 | 0 | 11 | 0.6 | -32 | 0 | 101 | 3 | 7
Cc1nnsc1C(=O)N1CCC(CO)(Cc2ccccc2Cl)CC1 | 103 | u | 5 | 28 | -10 | x | -6 | x | 102 | x | x

Among those listed so far, these have a thiophene ring, fused or not:
SMILES | RGS4-Gao reg | RGS7-Gao | Avidin bead fluor | Mcl1 Noxa PPI | Pf gametocyte | ABCB1 block | Mcl1-Bid inh | Mcl-1 Bim block | RGS8-Gao reg | ABCG2 block | GSH bead fluor
c1ccc(CN(Cc2cccs2)C(c2cccs2)c2nnnn2C2CCCC2)cc1 (centres undefined) | 104 | 97 | 4 | 3 | 8 | 1.0 | 0 | 1 | 99 | 1 | 16
NC(=O)c1ccsc1NC(=O)C1CCCCC1 | 101 | 99 | 7 | 6 | x | 0.4 | -14 | 4 | 101 | 4 | 13
CCOC(=O)c1c(NC(=O)c2ccc(-n3cnnn3)cc2)sc2c1CCCC2 | 96 | 97 | 1 | 13 | x | -3.1 | -13 | -2 | 79 | -4 | 9
